hgDAF-12 ag = agonists of H. glycines DAF-12 nuclear receptor | HEK293 GAL4-hgDAF12 UAS-luciferase reporter, agonist luminescence; normalized to butyrate control | activation, % at 6.8 µM | 1.8% of 370,000 active;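 active = activation above a cutoff set at the mean of all screened compounds plus 3 SD, cut at about 10% in these data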;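 also: 0% = DMSO wells and 100% = sodium butyrate wells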
ssDAF12 agonist = activators of S. stercoralis DAF-12 nuclear receptor. 1% of 370,000 active. HEK293 ssDAF-12/GRIP1 lit1-tk-luc reporter, luminescence; % of 3 µM dafachronic acid response. activation, % at 6.8 µM;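 active = activation above the mean over all tested compounds plus 3 SD, cut at about 0.9% in these data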;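 also: 0% = DMSO-only wells and 100% = 3 µM delta7-dafachronic acid wells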
ADAM17 inh = inhibits human ADAM17 | P78536 | recombinant ADAM17, EDANS/DABCYL FRET peptide cleavage | inhibition, % at 6.95 µM | 0.83% of 370,000 active | AID 720648;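 active = inhibition above the mean of compounds lying between control limits plus 3 SD, set per campaign, cut at about 8.5% in these data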;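 also: 0% = DMSO-only wells as the low control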
HGIII-sPLA2 inh = Inhibits HGIII-sPLA2 liposome hydrolysis, primary screen; QFRET BODIPY PC-A2 liposome hydrolysis, fluorescence; inhibition, % at 12.2 µM; 0.56% of 370,000 active; AID 743126;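 active = inhibition above mean plus 3 SD of compounds lying within the high and low control bounds, cut at about 19% in these data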;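 also: 0% = median of test compound wells and 100% = no enzyme DMSO wells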
DAX1 inh-1 = inhibitors of human orphan nuclear receptor DAX1 (NR0B1); inhibition, % at 6.75 µM; 0.99% of 340,000 active; AID 504766; HEK293 Gal4-DAX1 luciferase reporter, luminescence; P51843;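 active = inhibition above the mean over all tested compounds plus 3 SD, cut at about 4.2% in these data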;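 also: 0% = DAX1-transfected cells with DMSO and 100% = empty-vector control cells with DMSO; inhibition shows as a rise in luminescence from relieved DAX1 repression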
PLCb3 inh = blocks human PLC-beta3 enzyme activity; 0.18% of 370,000 active; Purified PLC-beta3, fluorogenic substrate, fluorescence; Q01970; AID 720704; inhibition, % at 12.2 µM; in the data active = inhibition above about 11%;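 also: 0% = median of compound wells on plate and 100% = full blocker control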
DAX1 inh-2 = inhibitors of DAX1 repression of SF-1 activated StAR promoter | 1.1% of 370,000 active | inhibition, % at 6.8 µM | HEK293T StAR-luciferase reporter, SF-1/DAX-1 repression relief | AID 652010;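 active = inhibition above the mean over all tested compounds plus 3 SD, cut at about 3.6% in these data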;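 also: 0% = DAX-1 cells with DMSO and 100% = cells lacking DAX-1 with DMSO; higher inhibition means more luminescence from relief of DAX-1 repression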
PLCg1 inh = blocks human PLC-gamma1 enzyme activity. P19174. purified PLC-gamma1, fluorogenic substrate, fluorescence. inhibition, % at 12.2 µM. 0.84% of 370,000 active. AID 720700; in the data active = inhibition above about 9.5%
Target sequence (P19174 whole entry, looked up): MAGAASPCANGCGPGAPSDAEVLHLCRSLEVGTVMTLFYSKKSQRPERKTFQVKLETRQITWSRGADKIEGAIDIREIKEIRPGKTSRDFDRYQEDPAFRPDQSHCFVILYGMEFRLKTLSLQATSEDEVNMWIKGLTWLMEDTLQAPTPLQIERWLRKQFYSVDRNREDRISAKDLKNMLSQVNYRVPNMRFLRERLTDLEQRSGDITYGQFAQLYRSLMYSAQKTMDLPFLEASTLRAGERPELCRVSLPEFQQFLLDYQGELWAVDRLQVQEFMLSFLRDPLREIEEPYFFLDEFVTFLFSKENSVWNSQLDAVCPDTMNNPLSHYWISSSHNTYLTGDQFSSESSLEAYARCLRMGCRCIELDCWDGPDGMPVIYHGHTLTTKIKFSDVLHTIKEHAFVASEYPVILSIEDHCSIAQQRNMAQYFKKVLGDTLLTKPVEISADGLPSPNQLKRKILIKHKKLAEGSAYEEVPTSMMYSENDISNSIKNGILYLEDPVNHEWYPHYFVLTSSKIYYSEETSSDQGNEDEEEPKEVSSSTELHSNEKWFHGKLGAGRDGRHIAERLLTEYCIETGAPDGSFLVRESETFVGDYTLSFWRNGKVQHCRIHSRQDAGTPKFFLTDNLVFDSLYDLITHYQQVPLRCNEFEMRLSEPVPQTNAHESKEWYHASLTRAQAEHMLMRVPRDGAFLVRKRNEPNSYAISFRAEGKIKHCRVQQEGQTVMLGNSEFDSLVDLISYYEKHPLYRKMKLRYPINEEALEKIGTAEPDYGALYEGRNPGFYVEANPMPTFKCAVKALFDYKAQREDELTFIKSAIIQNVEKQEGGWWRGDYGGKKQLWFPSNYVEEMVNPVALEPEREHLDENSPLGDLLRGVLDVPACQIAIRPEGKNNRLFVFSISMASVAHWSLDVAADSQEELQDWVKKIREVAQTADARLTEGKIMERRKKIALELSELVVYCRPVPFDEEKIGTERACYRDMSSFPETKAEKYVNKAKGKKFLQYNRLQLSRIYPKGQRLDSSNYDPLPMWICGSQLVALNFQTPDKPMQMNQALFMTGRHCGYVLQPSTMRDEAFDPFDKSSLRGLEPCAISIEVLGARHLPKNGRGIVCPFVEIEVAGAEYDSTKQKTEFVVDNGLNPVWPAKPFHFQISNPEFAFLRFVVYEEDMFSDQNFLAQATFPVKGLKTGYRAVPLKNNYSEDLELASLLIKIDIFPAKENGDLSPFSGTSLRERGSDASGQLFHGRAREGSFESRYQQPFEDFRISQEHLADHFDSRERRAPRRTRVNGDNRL
hcDAF12 agonist = activates DAF-12 receptor from parasite H. contortus. activation, % at 6.8 µM. HEK293 hcDAF-12 lit1-tk-luc reporter, luminescence; 0% DMSO, 100% Δ7-dafachronic acid. 1.4% of 370,000 active. AID 652067;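 active = activation above the mean of all tested compounds plus 3 SD, cut at about 5.5% in these data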;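 also: 100% = response to 3 µM Δ7-dafachronic acid high control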
ADAM10 inh = ADAM10 inhibition, QFRET primary screen. O14672. recombinant ADAM10, EDANS/DABCYL FRET peptide cleavage, 3 h. inhibition, % at 7 µM. 0.62% of 370,000 active. AID 720582;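 active = inhibition above a per-campaign cutoff equal to the mean of compounds falling between control-based bounds plus 3 SD, cut at about 20% in these data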;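 also: 0% = DMSO wells while the 100% control is not disclosed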
GAA850 FXN act = activators of GAA850 frataxin (FXN) promoter; 0.56% of 360,000 active; HEK293 lucGAA850 FXN promoter luciferase reporter, 24 h; percent of 10 µM SAHA response; activation, % at 6 µM;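 active = activation above the average of all compounds screened plus 3 SD, cutoff fixed separately per campaign, cut at about 7.5% in these data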;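 also: 0% = DMSO wells and 100% = 10 µM SAHA wells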
Active calls of the source: *; i = inactive; . = not tested or not shown.

SMILES | hgDAF-12 ag | ssDAF12 agonist | ADAM17 inh | HGIII-sPLA2 inh | DAX1 inh-1 | PLCb3 inh | DAX1 inh-2 | PLCg1 inh | hcDAF12 agonist | ADAM10 inh | GAA850 FXN act
COc1ccc(NC(=O)C2(C)CCN2C)cc1OC (configuration not stated) | -2.4 | -0.4 | 0 | -4 | . | 4 | -1.8 | 1 | -0.3 | -4 | 0.2
CCOC(=O)[C@H]1[C@H]2COc3ccccc3[C@@H]2N2C(=O)CN(Cc3ccc(C)cc3)C(=O)[C@@]12C | 2.7 | -0.9 | 5 | -30 | 0.1 | -7 | 0.7 | -3 | -1.7 | 9 | 1.7
CCCCC(NC(=O)Cc1c(C)c2cc3c(-c4ccccc4)coc3c(C)c2oc1=O)C(=O)O (configuration not stated) | 0.3 | -1.1 | -26 | -20 | 0.0 | -95 | 0.2 | -62 | 1.9 | -60 | -1.6
Cc1nc2cc(N3CCOCC3)c(NC(=O)C3CC3)cc2c(=O)n1Cc1ccccc1 | -0.3 | -0.9 | -8 | 0 | 0.2 | -11 | -0.1 | -12 | -2.6 | -14 | 2.0
CC(=O)c1ccc(-c2[nH]c3ccccc3c2CCN2C(=O)c3ccccc3C2=O)cc1 | -4.1 | -0.4 | -4 | -32 | -2.5 | -113 | -1.1 | -77 | -0.1 | -14 | -2.6
Cc1cc(NC(=O)Cn2nc(-c3ccccc3F)ccc2=O)ccc1-n1cnnn1 | -3.5 | -1.1 | -2 | -11 | -0.2 | -5 | -0.6 | 0 | -2.3 | -7 | -1.5
O=C1Nc2ccccc2NC(c2ccc3c(c2)OCO3)=C1N(Cc1ccc(F)cc1)C(=O)c1ccco1 | -0.5 | -0.6 | 4 | -10 | . | -3 | 0.1 | -2 | -1.1 | 17 | .
COc1cc(NC(=O)C2CCCN2C(=O)OCc2ccccc2)cc(OC)c1 (configuration not stated) | -2.2 | -1.5 | -1 | -6 | 1.1 | 1 | -0.6 | 1 | -1.6 | 10 | 0.9
Brc1ccc(CSc2ccc3nnc(-c4cccnc4)n3n2)cc1 | -4.4 | -2.5 | -4 | -8 | -1.1 | -20 | -1.8 | -9 | -3.8 | -5 | 2.9
CC(=O)Nc1ccc(-c2csc(NC(=O)CN3C(=O)NC4(CCCC4)C3=O)n2)cc1 | 2.5 | -1.1 | -15 | -3 | 0.9 | -77 | 1.6 | -62 | -1.3 | -52 | -0.4
COc1ccc(NC(=O)COC(=O)CN2C(=O)C3CCCCC3C2=O)cc1 (configuration not stated) | -1.6 | -0.6 | 0 | 13 | 0.7 | 1 | -0.5 | 3 | 0.3 | -2 | -0.3
CC(=O)c1nnn(-c2cccc(C#N)c2)c1C | 1.6 | -1.3 | -3 | 0 | 3.1 | -2 | -0.2 | 3 | -1.5 | 1 | -0.6
Cc1ccc(C)c(-n2c(-c3ccncc3)n[nH]c2=S)c1 | 1.6 | -1.2 | 0 | 4 | 4.1 | -9 | 0.1 | -4 | 0.3 | 5 | 1.9
O=C(COc1ccccc1)Nc1nnc(-c2ccccc2Cl)o1 | -1.3 | -0.8 | 1 | -5 | 0.5 | -8 | -0.3 | 0 | -0.5 | -2 | -2.4
O=C(NCCc1ccc(F)cc1)N1CCOCC1 | 2.9 | -0.4 | -1 | -2 | 2.0 | 5 | -0.1 | 0 | 1.3 | 4 | 0.6
C/C(CCCO)=N/Nc1ccc([N+](=O)[O-])cc1[N+](=O)[O-] | 1.9 | -1.2 | -5 | 3 | -1.6 | -4 | -1.6 | 1 | -1.7 | -9 | -0.4
O=C(COC(=O)C1CCN(c2ccc(C(F)(F)F)cn2)CC1)NCCc1ccccc1 | 2.8 | -0.3 | 1 | -18 | 0.1 | -14 | -1.7 | -5 | -0.4 | -12 | -0.5
COC(=O)COc1cccc(NC(=O)c2ccc(Cl)cc2)c1 | -0.6 | -0.9 | 1 | -3 | 0.0 | -3 | -0.1 | 1 | -1.8 | 2 | -0.6
Cc1ccc(OCC(=O)NS(=O)(=O)c2ccccc2)cc1 | 0.3 | -1.4 | 1 | 1 | -1.1 | -1 | 0.8 | 1 | 0.7 | 3 | 2.5
COc1ccccc1CN(C)CC(=O)Nc1ccc(Cl)cc1F | 0.1 | -1.7 | 0 | 5 | 2.9 | -3 | -0.2 | -3 | -0.3 | -1 | -0.1
O=C(COc1ccc(/C=N/NC(=O)c2ccncc2)cc1)Nc1cccc([N+](=O)[O-])c1 | 1.5 | -1.4 | 0 | -1 | -0.3 | -15 | -0.2 | -6 | -1.1 | 6 | 3.4
O=C1C2CCCCC2C(=O)N1Cc1ccccc1 (configuration not stated) | -2.9 | -1.5 | -3 | 2 | -0.1 | -2 | -0.2 | -4 | -1.2 | -4 | 1.5
O/N=C/c1cc(Br)cc(Br)c1OCc1ccccc1 | -3.5 | -1.5 | 7 | -25 | -1.1 | -5 | -0.3 | -2 | -1.6 | 15 | 0.7
O=C(Nc1nnc(-c2ccccc2F)s1)C1CCN(S(=O)(=O)c2ccc(Cl)cc2)CC1 | 2.7 | -0.7 | -1 | 23* | -0.8 | -1 | 0.2 | 0 | 0.4 | -10 | 0.9
CCC(C)NCCOCCOc1ccc(C)cc1OC (configuration not stated) | -0.3 | -1.1 | -1 | 3 | -0.4 | 3 | 0.1 | 3 | -1.6 | -1 | 1.1
Continued:
SMILES | hgDAF-12 ag | ssDAF12 agonist | ADAM17 inh | HGIII-sPLA2 inh | DAX1 inh-1 | PLCb3 inh | DAX1 inh-2 | PLCg1 inh | hcDAF12 agonist | ADAM10 inh | GAA850 FXN act
COc1ccc(OC)c(Nc2cc(C(=O)NCCCN3CCOCC3)c3ccccc3n2)c1 | -2.1 | -1.2 | -2 | -8 | -1.4 | -5 | -1.3 | -4 | -0.5 | -1 | -4.4
Cc1cc(Cl)ccc1NC(=S)NCCC(c1ccccc1)c1ccccc1 | -2.0 | -1.1 | 8 | -13 | 0.5 | 2 | -0.2 | 1 | 0.3 | 18 | 1.6
CCCCP(=O)(c1ccccn1)c1ccccn1 | -0.1 | -0.7 | -5 | 0 | 0.0 | 2 | -0.1 | -2 | -1.6 | -1 | 1.4
O=C(COC(=O)c1cc(=O)c2ccccc2o1)Nc1ccccc1F | 3.5 | -1.1 | -1 | -3 | 3.1 | 4 | -0.6 | -1 | 0.4 | -1 | 3.5
COc1ccc(OC)c(C(=O)CSc2nnc(-c3cccnc3)n2C)c1 | -1.3 | -0.7 | -4 | 8 | 0.6 | -7 | 0.7 | -9 | -1.0 | -4 | -2.9
O=C(NC1CCCc2ccccc21)C1CCCC1 (configuration not stated) | -2.5 | -1.4 | 3 | -2 | -0.7 | -4 | -0.3 | 0 | -0.1 | -3 | 0.4
Cc1ccc(-c2nn(-c3ccccc3)cc2C(=O)Nc2cccc(S(=O)(=O)N3CCOCC3)c2)cc1 | -0.3 | -1.3 | -2 | 8 | 0.2 | -1 | -0.2 | 2 | -1.0 | -4 | -0.4
Cc1c(C)c2ccc(OCC(=O)N3CCC(C(=O)O)CC3)cc2oc1=O | 0.1 | -1.3 | -231 | 1 | 2.7 | -96 | 0.9 | -78 | -1.1 | i | 2.0
CCOC1=C2[C@H](c3ccccc3)N(S(=O)(=O)c3ccc(C)cc3)[C@H](C(C)C)[C@H]2n2c(=O)n(-c3ccccc3)c(=O)n2C1 | -1.3 | -1.6 | 5 | -15 | . | 4 | 1.9 | 2 | 0.1 | 13 | .
CC(N)c1csc(Nc2ccc(S(C)(=O)=O)cc2)n1 (configuration not stated) | -0.6 | -1.1 | 1 | -5 | . | -3 | -0.3 | -4 | 0.9 | -7 | -1.1
CC(C)(CNS(=O)(=O)c1ccc(Cl)cc1)N1CCCCC1 | -1.8 | -0.7 | 1 | -3 | 1.6 | 2 | 0.5 | 3 | -0.4 | 3 | -0.4
CCOCCCN(C(=O)c1snc(C(N)=O)c1N)C(C(=O)NC1CCCC1)c1ccc(O)c(OC)c1 (configuration not stated) | 0.9 | -0.9 | -25 | 2 | -1.3 | -46 | 0.3 | -25 | -1.5 | -83 | -0.5
CC(C)C[C@H]1CN(CCCC[C@H]2CNC(=O)C(=O)N2CC2CCCCC2)C(=O)C(=O)N1CCc1ccc(O)cc1 | 0.0 | -1.0 | -1 | -12 | . | -3 | -0.5 | -1 | 2.2 | -7 | .
CNC(=O)c1ccc2nc(NC(C)=O)sc2c1 | 4.5 | 0.1 | -4 | 6 | 1.3 | 3 | 1.8 | -1 | 4.5 | -2 | 6.7
O=C(NCC(c1ccco1)N1CCCC1)c1ccc(-n2cccn2)cc1 (configuration not stated) | -2.7 | -0.8 | -4 | 10 | -0.7 | -5 | 0.2 | -2 | -0.7 | -28 | 0.3
CCO[C@H]1OC(C(=O)O)=C[C@@H](c2cn(C(C)=O)c3ccccc23)[C@@H]1CCCO | 0.6 | -1.0 | -1 | 2 | -0.2 | 0 | 0.0 | 2 | 0.1 | 2 | 0.1
CCNC(=O)CC1SC(=Nc2cccc3ccccc23)N(C)C1=O (configuration not stated) | -0.5 | -1.3 | -7 | 2 | 1.8 | -5 | 1.1 | -4 | -0.2 | -13 | 0.6
COCCNC(=O)CN(C(=O)Cn1nnc2ccccc21)c1cc(C)cc(C)c1 | 0.7 | -1.1 | -1 | -5 | 1.5 | 4 | 0.3 | 1 | -0.6 | 1 | 1.1
CCCNC(=O)c1ccc(N2CCC3(CC2)CC(c2ccccc2)=NO3)c([N+](=O)[O-])c1 | -2.9 | -1.9 | 1 | -14 | -1.0 | 0 | -0.8 | 2 | -2.5 | 3 | 1.3
C#CCNCCS(=O)(=O)N(Cc1ccc(Br)cc1)[C@@H](C)C(=O)O | -1.2 | -1.3 | -1 | 6 | -0.4 | 2 | -0.2 | 1 | 0.2 | -6 | -1.1
COC(=O)C1=CN(c2ccc(C)cc2)C(N)=C(C#N)C1c1ccccc1F (configuration not stated) | 1.0 | -1.1 | -9 | -4 | . | -45 | 0.5 | -29 | -1.1 | -31 | .
Cc1ccc(C)c(CN2C(=O)NC3(CCCCCC3)C2=O)c1 | -1.7 | -0.4 | -3 | -3 | -0.7 | -6 | 0.4 | 0 | -1.2 | -8 | 0.7
CCOc1ccc2nc(NC(=O)CSc3ccccc3)sc2c1 | 2.0 | -0.8 | -2 | -14 | 0.7 | -5 | 0.3 | -4 | -0.7 | 1 | 2.8
CC/C(C)=N/NS(=O)(=O)c1ccc(C)c([N+](=O)[O-])c1 | -1.0 | -1.6 | -4 | -2 | 3.0 | -7 | 0.5 | 2 | 2.7 | 5 | -0.7

3 compounds from above, arranged by the number in ADAM10 inh, descending.
SMILES	ADAM10 inh
COc1ccc(OC)c(Nc2cc(C(=O)NCCCN3CCOCC3)c3ccccc3n2)c1	-1
COc1ccc(NC(=O)C2(C)CCN2C)cc1OC (configuration not stated)	-4
Cc1cc(NC(=O)Cn2nc(-c3ccccc3F)ccc2=O)ccc1-n1cnnn1	-7

Screening results as filed in PubChem.
